H9c2 TAG inh: inhibitors of triacylglycerol accumulation, primary screen, cell-based, uHTS, fluorescence, H9c2; AID 651582, 2012; H9c2 cells, Nile Red lipid (TAG) fluorescence; cells loaded with 200 µM oleic acid; 230,000 tested, 0.66% active; inhibition, % at 12.5 µM;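 active = pattern-corrected inhibition of lipid staining of at least 50% with the nuclear-stain viability signal not falling by more than 50%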;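 also: 0% = DMSO wells and 100% = triacsin C control wells; some results filed as inactive read as strong as hits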
H9c2 TAG inh DAPI viability: recorded beside H9c2 TAG inh, whose call it bears; DAPI nuclei signal change (viability), lower = more cytotoxic, %;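 whole-well DAPI fluorescence read on a plate reader as a viability signal; minus 50 percent equals half of cells still viable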
* hit, by the source's call.

SMILES	H9c2 TAG inh	H9c2 TAG inh DAPI viability
O=C(Cc1cccc(C(F)(F)F)c1)Nc1ccccc1N1CCCC1	13	-6
CCC(C)N(C(=O)CSc1nnc(-c2ccco2)n1C)C1CCS(=O)(=O)C1 (stereo not given)	-2	-4
O=C(CCN1C(=O)C2C3C=CC(C3)C2C1=O)NCCc1ccccc1Cl (stereo not given)	-6	16
Cc1cc(N)n(-c2ncnc3scc(-c4ccccc4)c23)n1	2	5
O=C(/C=C/c1c(F)cccc1Cl)N1CCc2ccccc2C1	1	-2
O=C(COc1nsnc1N1CCOCC1)Nc1cccc(Cl)c1	-2	2
N#C/C(=C\c1cccc(OCC(=O)O)c1)c1nc2ccccc2[nH]1	-1	3
COc1cccc(CN2CCN(C3CCN(c4cccc(C)c4C)CC3)CC2CCO)c1 (stereo not given)	-35	0
CC1(C)Cc2c(c(-c3ccccc3)nc3[nH][nH]c(=O)c23)CO1	-11	-3
CCCCN(CCCC)CCC(O)c1cc2c(Cl)cc(Cl)cc2c2cc(C(F)(F)F)ccc12 (stereo not given)	34	-16
Brc1cccc(CSc2nnc(-c3ccncc3)o2)c1	0	-1
CCN(CC)CC(=O)Nc1sc(C)cc1C(=O)c1ccc(C)cc1	-7	-3
CNC(=O)c1ccc(CNC(=O)OCC(F)(F)F)cc1	-3	2
Nc1nc(SCC(=O)NCC2CCCO2)n[nH]1 (stereo not given)	-12	-3
CCOc1ccc(S(=O)(=O)Nc2cccc(C(=O)N3CC(C)OC(C)C3)c2)cc1 (stereo not given)	1	2
COc1ccc(-c2nc3cccc(C)n3c2NCC2CCCO2)cc1O (stereo not given)	0	52
CCOC(=O)c1nn(-c2ccccc2)c(=O)cc1OCC(=O)Nc1ccccc1OCC	27	-1
O=C(NCc1ccccn1)C(=O)N/N=C/c1ccccc1O	21	-18
Cc1ccc(S(=O)(=O)N2CCCCC2)cc1NC(=O)Cc1cccs1	-14	1
C=CCn1c(SCC(=O)c2ccc(O)c(O)c2)nnc1-c1cccc(OC)c1	10	-14
Cc1c(NC(=O)COC(=O)/C=C/c2cccc(Br)c2)c(=O)n(-c2ccccc2)n1C	-3	4
Nc1ncc([N+](=O)[O-])cc1Br	-10	2
COc1ccc(/C=C(\CC(=O)O)c2nc3ccccc3s2)cc1O	7	7
Cc1ccc2c(CC(=O)NC3=NCCS3)coc2c1	-6	-2
CCc1cc(=S)n2c([nH]c3ccccc32)c1C#N	2	3
CCN1/C(=C\C=C2\C(=O)N(C)C(=S)N2C)Sc2ccccc21	-3	9
CCOc1ccc(C(=O)Nc2cc(NC(=O)c3ccc(OCC)c(Cl)c3)cc(C(=O)O)c2)cc1Cl	-13	7
COc1ccccc1CNC(=O)c1cnn2c(C(F)F)cc(C)nc12	-1	-7
Cc1ccc([N+](=O)[O-])cc1NC(=O)CNC1CCCCC1	16	-4
CN(C)S(=O)(=O)c1cccc(C(=O)Nc2cc(S(=O)(=O)N3CCOCC3)ccc2N2CCCC2)c1	0	-8
COCCNC(=O)C1CC(c2cccc(F)c2)=NO1 (stereo not given)	-3	-2
CN(CC(=O)Nc1ccccc1Cl)C(=O)c1ccc(N2CCCCCC2)c([N+](=O)[O-])c1	-43	-1
O=C(NCc1cccs1)C(Cc1ccccc1)NS(=O)(=O)c1cccs1 (stereo not given)	2	2
CCn1cc(CN2CCC(C(=O)Nc3cccc(-c4cscn4)c3)CC2)cn1	14	-4
COc1ccccc1CCNC(=O)C(=O)Nc1cc2c3c(c1)C(C)C(=O)N3CCC2 (stereo not given)	4	6
Nc1cc(C(=O)OCC(=O)N2CCCC2)ccc1Cl	-13	21
Nn1c(SCC(=O)Nc2nccs2)nnc1-c1cccnc1	10	5
CC1=C(C(=O)OCc2ccccc2)C(c2ccc(C)cc2)NC(=O)N1 (stereo not given)	11	-3
COC1CCN(Cc2c(C(=O)N3C[C@@H](C)O[C@@H](C)C3)nc3ccc(Cl)cn23)CC1	-1	6
CCN(Cc1ccccc1)C(=O)c1ccc(N(C)S(=O)(=O)c2ccc(C)cc2)cc1	-7	1
CC(C)NC(=O)CCCn1cc([N+](=O)[O-])cn1	-8	-9
COc1ccc(S(=O)(=O)N2CCN(Cc3cccc(F)c3)CC2)cc1	0	-1
CN(CC(=O)Nc1ccccc1Br)C(=O)c1ccccc1Sc1ccccc1C#N	-18	-5
COc1ccc(NC(=O)CSc2nncs2)cc1S(N)(=O)=O	1	0
COc1ccc(C(=O)C2CCCN(C(=O)/C=C/c3cnc[nH]3)C2)c(C)c1 (stereo not given)	5	-1
COc1ccccc1C(=O)Nc1ccc(S(=O)(=O)Nc2cc(C)on2)cc1	-13	2
S=C(NCC1CCCO1)Nc1cccc2ccccc12 (stereo not given)	1	7
Cc1cc(C)c(C)c(S(=O)(=O)N2CCN(C(=O)C3CCC3)CC2)c1C	-16	-2

A draw from above in order of number of heavy atoms, low to high:
SMILES	H9c2 TAG inh	H9c2 TAG inh DAPI viability
CC(C)NC(=O)CCCn1cc([N+](=O)[O-])cn1	-8	-9
COCCNC(=O)C1CC(c2cccc(F)c2)=NO1 (stereo not given)	-3	-2
S=C(NCC1CCCO1)Nc1cccc2ccccc12 (stereo not given)	1	7
COc1ccc(NC(=O)CSc2nncs2)cc1S(N)(=O)=O	1	0
CC1=C(C(=O)OCc2ccccc2)C(c2ccc(C)cc2)NC(=O)N1 (stereo not given)	11	-3
O=C(NCc1cccs1)C(Cc1ccccc1)NS(=O)(=O)c1cccs1 (stereo not given)	2	2
COc1ccccc1C(=O)Nc1ccc(S(=O)(=O)Nc2cc(C)on2)cc1	-13	2
CCn1cc(CN2CCC(C(=O)Nc3cccc(-c4cscn4)c3)CC2)cn1	14	-4
COC1CCN(Cc2c(C(=O)N3C[C@@H](C)O[C@@H](C)C3)nc3ccc(Cl)cn23)CC1	-1	6
COc1ccccc1CCNC(=O)C(=O)Nc1cc2c3c(c1)C(C)C(=O)N3CCC2 (stereo not given)	4	6
CN(CC(=O)Nc1ccccc1Cl)C(=O)c1ccc(N2CCCCCC2)c([N+](=O)[O-])c1	-43	-1
CN(C)S(=O)(=O)c1cccc(C(=O)Nc2cc(S(=O)(=O)N3CCOCC3)ccc2N2CCCC2)c1	0	-8

Fetched by compound from above (4):
SMILES	H9c2 TAG inh	H9c2 TAG inh DAPI viability
COC1CCN(Cc2c(C(=O)N3C[C@@H](C)O[C@@H](C)C3)nc3ccc(Cl)cn23)CC1	-1	6
Nn1c(SCC(=O)Nc2nccs2)nnc1-c1cccnc1	10	5
COc1ccc(C(=O)C2CCCN(C(=O)/C=C/c3cnc[nH]3)C2)c(C)c1 (stereo not given)	5	-1
CN(CC(=O)Nc1ccccc1Br)C(=O)c1ccccc1Sc1ccccc1C#N	-18	-5

(cont.)
SMILES	H9c2 TAG inh	H9c2 TAG inh DAPI viability
CCCCn1c(NC(=O)CC)c(C#N)c2nc3ccccc3nc21	-13	17
CCCCC(=NCCc1c(C)[nH]c2ccccc12)C1=C(O)CC(c2ccccc2)CC1=O (stereo not given)	44	-29
COc1ccc(NC(=O)C2=C(C)Nc3nc(CCCO)nn3C2c2ccc(OC)c(OC)c2)cc1 (stereo not given)	8	-12
COC(=O)[C@H]1C[C@@H]1[C@H](NC(=O)[C@H]1C[C@@H]1[C@H](NC(=O)OCc1ccccc1)c1ccccc1)c1ccccc1	-1	-2
O=C(NCCC1=CCCCC1)C1CCN(C(=O)Nc2ccccc2)CC1	51*	-5.1*
O=C(O)Cn1nc(-c2ccccc2)cc1-c1ccccc1	11	-1
CCCNC(=O)c1ccccc1N1CCN(CCCCN2C(=O)C3CCCCN3C2=O)CC1 (stereo not given)	1	-1
CC(C)c1ccc(CN(C)CC(O)c2ccccc2)cc1 (stereo not given)	-8	2
COc1ccccc1N(Cc1ccccc1)S(=O)(=O)c1cccc(C(=O)Nc2ccccn2)c1	-7	-1
COc1cc(C(=O)NCc2ccncc2)cc(OC)c1OC	8	-9
O=C(OCc1cnc(Cl)s1)c1ccccc1Cl	-6	5
CCOC(=O)C[C@@H](C#N)NC(=O)[C@@H]1CCCN1C(=O)[C@@H](NC(=O)c1ccc(N)c(Cl)c1)C(C)(C)C	-6	1
CN(C)C(=S)Oc1ccccc1C1SCCS1	-7	-1
COc1ccc(Cn2cccc(NC(=O)Nc3cccc(OC)c3)c2=O)cc1	-20	8
COc1cccc(C2CC(c3cccs3)=NN2S(C)(=O)=O)c1OC (stereo not given)	-15	0
CCC(=O)Nc1ccc(-c2nnc(-c3ccccc3)o2)cc1	52*	-1.4*
O=C(CN(c1ccccc1F)S(=O)(=O)c1ccccc1)Nc1ccccc1C(=O)N1CCOCC1	-8	-6
COc1ccc(OC)c(CN2CCC(C(=O)N(C)CCc3ccc(OC)c(OC)c3)CC2)c1	4	-2
Cc1cc(C)c(NC(=O)CSc2nc3ccc(NC(=O)CSc4nnnn4Cc4ccccc4)cc3s2)c(C)c1	56*	6.3*
N/C(=N\OC(=O)COc1ccc2ccccc2c1)c1cccnc1	-5	-8
COc1ccc(NC(=O)CCNS(=O)(=O)c2ccccc2F)cc1S(=O)(=O)N1CCOCC1	-2	0
CCOc1ccc(OCC)c(NC(=O)CC2Oc3ccccc3NC2=O)c1 (stereo not given)	8	-8
CCc1nnc(NC(=O)c2nn(-c3ccccc3)nc2C)s1	7	-8
COc1ccc(CC(=O)OCC(=O)N2CCCc3ccccc32)cc1	5	1
CCCCCOC(=O)Cn1c(=O)c2c(nc(N3CCOCC3)n2C)n(C)c1=O	11	-1
COc1ccc(NC(=O)Cn2c(=O)n(-c3ccccc3)c(=O)c3sccc32)c(OC)c1	-1	0
Cc1ccc(/C=N/Nc2cc(C)nc(NCc3ccccc3)n2)cc1	9	15
O=C(O)CSc1ccc(S(=O)(=O)N2CCCC2)cn1	2	-3
CC(=O)N1CCN(c2ccc(NC(=O)c3cccc(Cl)c3Cl)cc2)CC1	6	-5
CC[C@H]1C=C[C@@H](C(C(=O)OC)C(=O)OC)CN1C(C)=O	9	-3
CCOc1ccc(Nc2nc3c(c(=O)[nH]2)CCCC3)cc1	0	-2
O=C(NCCS(=O)(=O)N1CCN(c2ccccc2)CC1)c1ccco1	0	2
CC(=O)Nc1ccc(S(=O)(=O)NC2CCS(=O)(=O)C2)cc1Cl (stereo not given)	2	-2
Cc1cc(C(=O)N2CCC(C(=O)O)CC2)c(C(F)(F)F)o1	-2	-7
COc1ccc(NC(=O)CN(C)C(=O)Cc2coc3cc(C)c(C)cc23)cc1	-19	-4
O=C(CNC(=O)c1cccs1)Nc1ccc2c(c1)OCCO2	18	3
CCN(CC(=O)Nc1ccccc1OC)C(=O)c1cc(-c2ccccc2)nn1-c1ccccc1	2	-6
COC(=O)C1=C(N)OC2=C(C(=O)CC(C)(C)C2)C1c1ccccc1OC (stereo not given)	17	0
O=C(/C=C/Nc1cccc(C(F)(F)F)c1)c1ccc(Oc2ncccn2)cc1	13	3
S=C1NC[C@H](c2ccccc2)N1CCCCC1CCCCC1	-4	-3
COc1cccc(C(O)c2nc(-c3ccccc3C)cs2)c1 (stereo not given)	-3	2
CCCC(=O)Nc1ccccc1-c1nnc(SC)[nH]c1=O	4	2
O=C(CNC(=O)c1ccc(Br)cc1)NCC(=O)OCC(=O)c1ccccc1	-5	-1
Cc1cc(NCCCn2ccnc2)n2ncc(-c3ccccc3)c2n1	-2	20
O=C(CC1CCCCC1)Nc1nc2ccccc2s1	0	-5
Nc1ccc([N+](=O)[O-])cc1C(=O)NNC(=O)c1ccco1	-4	4
O=C(COC(=O)Cc1c[nH]c2ccccc12)Nc1ccccc1C(F)(F)F	14	3
CCCN(CC(=O)Nc1ccccc1C)C(=O)c1ccc(S(=O)(=O)N2CCCCC2)cc1	16	-3
O=C(NCc1nc2ccccc2[nH]1)C1=C[C@H](c2coc3ccccc3c2=O)C[C@H](OCc2ccc(CO)cc2)O1	8	-2
O=C(CSc1nc(-c2ccccc2)nn1C(=O)c1ccccc1)Nc1cccc([N+](=O)[O-])c1	17	8
O=C(C1CCCCC1)N(Cc1ccccc1)c1ccccn1	5	3
Cc1cc(C(=O)OCC(=O)c2cccs2)ccc1[N+](=O)[O-]	5	1
COC(=O)C1CCN(CC(=O)N(C)c2c(N)n(Cc3ccccc3)c(=O)[nH]c2=O)CC1	15	-6
CCOC(=O)C(C(C)=O)C(c1ccc(OC)cc1)C(C(C)=O)C(=O)OCC (stereo not given)	11	-12
CCn1cc(C(=O)NCCCN2CCCCCC2)c(=O)c2cc(S(=O)(=O)N3CCc4ccccc4C3)ccc21	-1	22
O=C(NCC1CCCO1)c1ccc(COc2ccc(Cl)cc2)cc1 (stereo not given)	-4	-6
Cc1ccc(C(=O)NCC(=O)N2CCN(c3ccccc3O)CC2)s1	14	-8
O=C(CSc1ccc2nnc(-c3cccnc3)n2n1)Nc1ccc(F)cc1F	-5	1
Cc1ccccc1Nc1nc(N)nc(CSc2nnc(C)n2C)n1	4	-9
O=C(Nc1cccnc1)C1CCN(S(=O)(=O)c2cccs2)CC1	-2	3
(cont.)
SMILES	H9c2 TAG inh	H9c2 TAG inh DAPI viability
Cc1cc2oc(=O)cc(CN3CCN(S(=O)(=O)c4cccs4)CC3)c2cc1C	0	-1
Cc1nn2c(Nc3ccc(F)cc3)c3c(nc2c1-c1ccccc1)CCC3	-28	29
Cc1ccc(C)c(N2CCN(C(=O)CCc3nc(-c4ccccc4C)no3)CC2)c1	-16	14
CC(C)(C)OC(=O)N1CCCC(C(=O)Nc2ccc(C(=O)NCCc3ccccc3)cc2)C1 (stereo not given)	1	-1
CN(Cc1ccccc1)c1oc(COc2ccccc2F)nc1C#N	-16	-11
COc1ccc(NC(=O)CCCCC(=O)Nc2ccc(OC)cc2)cc1	-5	1
Cc1nn(Cc2ccccc2)c(Cl)c1C(=O)NCCc1ccccc1	-4	-9
Cc1nc(NCCc2ccccc2)c2nnn(Cc3ccccc3Cl)c2n1	-23	-4
COCCNC(=O)COc1cccc2c1OC(C)(C)C2	-7	7
CCN(CC(=O)Nc1ccc2c(c1)OCCO2)C(=O)c1ccc(CS(C)(=O)=O)cc1	-6	4
CC(C)CC(=O)NCC(C)NC(=O)CC(C)C (stereo not given)	-11	6
CC(=O)c1cccc(OCC(=O)N(CCC2=CCCCC2)c2c(N)n(Cc3ccccc3)c(=O)[nH]c2=O)c1	16	1

Screens from PubChem BioAssay.

Some of the compounds tested; count on the stated rates, not on these rows.
